tuberculosis growth = growth inhibition of non-replicating M. tuberculosis (AID 488890); Mycobacterium tuberculosis non-replicating, growth inhibition; higher % means a stronger effect; inhibition, % at 25 µM; hits with a dose series show IC50 in µM; 320,000 compounds, 0.39% hits; in the data active means a potency from the dose series; inconclusive means inhibition mostly from about 82% at the one dose, without a potency; inactive means the rest, 99 in 100 with inhibition below about 76%;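 further: plate controls were DMSO cells for no effect and high antibiotic wells for full effect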
PhoP GFP inhibition = PhoP regulon inhibitors, Salmonella typhi PhoP promoter GFP reporter, confirmatory (AID 1850). Salmonella Typhi PhoP-promoter GFP reporter, fluorescence, 4 h; higher % means a stronger effect. inhibition, % at 50 µM; hits with a dose series show IC50 in µM. 310,000 compounds, 0.33% hits; in the data active means a potency from the dose series; inconclusive means inhibition mostly from about 25% at the one dose, without a potency; inactive means the rest, 99 in 100 with inhibition below about 19%;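 further: 0% = induced wells with vehicle and 100% = uninduced wells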
VEEV TC-83 Vero = inhibitors of VEEV TC-83 cytopathic effect, confirmation, Vero cells (AID 588727); Vero cells, VEEV TC-83 cytopathic effect inhibition; higher % means a stronger effect; one-dose inhibition, % at 20 µM; IC50 in µM for titrated hits; 350,000 compounds, 0.13% hits; in the data active means a potency from the dose series; inconclusive means inhibition mostly from about 14% at the one dose, without a potency; inactive means the rest, 99 in 100 with inhibition below about 12%; further: strong numbers were not always called active
H1N1 NS1A inhibition = NS1A inhibition, H1N1 influenza, cell based functional assay (AID 504329) | 340,000 compounds, 0.3% hits | NS1A functional cell-based assay, percent inhibition; higher % means a stronger effect | inhibition, % at 12.5 µM, or IC50 in µM where a hit was titrated; in the data active means a potency from the dose series; inconclusive means inhibition above about 27% without an active follow-up result; further: strong numbers were not always called active
M. tuberculosis HTS = M. tuberculosis growth inhibition, HTS (AID 449762) | M. tuberculosis H37Rv growth inhibition, 7H9 media; higher % means a stronger effect | 330,000 compounds, 0.59% hits | one-dose inhibition, % at 25 µM; IC50 in µM for titrated hits; in the data active means a potency from the dose series; inconclusive means inhibition above about 70% without an active follow-up result;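 further: bacterial growth assessed after seven days of incubation; strong numbers were not always called active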
VEEV TC-83 Vero 10K pilot screen = second read-out of VEEV TC-83 Vero, no call of its own (marks repeat the call); inhibition, %; measured here: 10K pilot screen inhibition
Numbers without * were called inactive; i = inactive; ? = inconclusive; . = no result given.

SMILES	tuberculosis growth	PhoP GFP inhibition	VEEV TC-83 Vero	H1N1 NS1A inhibition	M. tuberculosis HTS	others
COc1cccc(NS(=O)(=O)c2ccc(NC(C)=O)cc2)c1	-1%	1%	i	1%	-7%
O=c1c2[nH]cnc2n(-c2ccccc2)c(=O)n1Cc1ccccc1	-10%	3%	i	-35%	6%
CCOC(=O)C1CCCN(S(=O)(=O)c2cnc(Cl)c(Br)c2)C1 (stereo not given)	17%	-21%	1.1%	-3%	7%
O=C1CN(Cc2ccccc2)C(=NCc2ccco2)S1	42%	-9%	3.2%	13%	-3%
COc1ccc(-c2nnc(SCC(=O)N3CCCC3)o2)c(OC)c1	2%	-1%	0.7%	-15%	5%
Cc1ccc(S(=O)(=O)N[C@@H](C)C(=O)N2CCC(C(=O)N3CCC[C@H]3C(=O)O)CC2)cc1	5%	0%	0.4%	-3%	-4%
COc1cccc(C(=O)N2CCN(c3ncccn3)CC2)c1	-12%	1%	1.5%	7%	-4%
CCOC(=O)C1CCN(c2ccc(C(N)=O)cc2[N+](=O)[O-])CC1	33%	-5%	0.1%	-4%	42%
C=CCOc1ccc(/C=N/n2nnnc2N)cc1OC	-5%	7%	0.8%	3%	1%
CC(O)(C#CCN1CCOCC1)c1ccccc1 (stereo not given)	.	.	0.5%	-3%	.
CCCCCCOc1ccc(C(CC(=O)O)C(N)=O)cc1 (stereo not given)	3%	-8%	i	9%	0%	VEEV TC-83 Vero 10K pilot screen=0.9
CN(Cc1ccccc1)Cc1nc2c(c(=O)n(C)c(=O)n2C)n1Cc1ccc(F)cc1	14%	2%	i	0%	6%
COc1cc(Cl)c(NS(=O)(=O)c2c(C(=O)N3CCCC3)c(C)n(C)c2C)c(OC)c1	16%	8%	3.8%	4%	4%
Cc1cc(Br)ccc1NC(=O)CSCc1c(C)noc1C	36%	.	6.9%	-13%	0%
CC(C)c1cc(N=NC(N)=O)cc(C(C)C)c1O	19%	-1%	0.2%	7%	1%
COc1cc(OC)cc(C(=O)NCC(=O)OCC(=O)c2cc(OC)ccc2OC)c1	6%	0%	0.7%	-4%	-3%
CC(C)CNC(=O)N1c2ccccc2Sc2ccccc21	30%	-8%	i	-3%	6%
O=S(=O)(/C=C/c1cccc(Br)c1)N1CCOCC1	1%	5%	1.6%	8%	0%
CC(C)(C)NC(=O)COC(=O)c1ccccc1C(=O)c1ccccc1	7%	-8%	0.4%	-7%	-3%
COc1ccc(CCc2cc(OC)c(OC)c(OC)c2)cc1	.	.	37%	-2%	.
Cc1ccccc1OC(C)C(=O)Nc1ccc2c(c1)OCO2 (stereo not given)	6%	-6%	1.4%	-14%	6%
O=C(Nc1ccccc1)C1=C[C@@H](c2ccc(Br)cc2)C[C@@H](OCCCCO)O1	22%	-30%	5.0%	-2%	8%
COc1ccccc1C(=O)OCC(=O)Nc1cccc(S(=O)(=O)N2CCCC2)c1	.	.	7.5%	-12%	.
CC(=O)Nc1cccc(C(=O)OCc2ccc(C(=O)Oc3ccc(Cl)cc3)cc2)c1	?	-13%	i	-11%	?
CC(C)Cn1c(N)c(C(=O)COC(=O)c2ccncc2)c(=O)n(C)c1=O	-14%	-3%	i	-23%	-4%
COc1ccc(S(=O)(=O)N2CCCCCC2)cc1C(=O)N(C)CC(=O)Nc1c(Cl)cccc1Cl	12%	4%	5.2%	-15%	2%
COc1ccc([N+](=O)[O-])cc1NC(=O)CSc1nncn1-c1ccccc1	9%	-12%	0.9%	0%	-1%
O=C(N1CCOCC1)N1CCN(S(=O)(=O)c2ccc(F)cc2)CC1	6%	-1%	1.0%	-1%	11%
O=C(Nc1cccn2ncnc12)C(F)(F)F	2%	-1%	0.8%	-1%	-4%
C/C(=N\Nc1nncc2ccccc12)c1ccc(OCC(=O)N(C)C)cc1	-25%	-32%	2.5%	5%	-5%
CCn1cc(CN2CCCC(C(=O)c3ccc(-c4ccccc4)c(F)c3)C2)cn1 (stereo not given)	55%	-7%	i	-2%	6%
Cc1onc(-c2c(Cl)cccc2Cl)c1C(=O)N1CCc2ccccc2C1	28%	2%	5.0%	-12%	3%
O=C(N/N=C/c1cc(Br)c(Br)o1)c1cc2ccccc2o1	0%	4%	2.8%	-8%	1%
Cc1csc(CN(C)C(=O)c2cn(Cc3cccc4ccccc34)nn2)n1	8%	-7%	6.5%	-11%	7%
Cc1c(-n2cc(C(=O)c3ccccc3O)cc(C#N)c2=O)c(=O)n(-c2ccccc2)n1C	-2%	27%	6.0%	-1%	-5%
O=C(O)CN1C(=O)NC2(CCCc3ccccc32)C1=O (stereo not given)	-2%	-7%	i	-1%	-1%
Cc1ccc(CNC(=O)CC2C(=O)Nc3c2c(=O)n(C)c(=O)n3Cc2ccccc2)cc1 (stereo not given)	7%	1%	2.2%	13%	-1%
CCCNC(=O)c1onc(CSc2ccccn2)c1C(=O)NCCC	-7%	2%	1.2%	-11%	-6%
O=c1nc(N2CCCCC2)nc2n1CCO2	10%	1%	4.0%	-1%	0%
O=C(c1ccco1)N1CCN(C(c2cccs2)c2nnnn2C2CCCCC2)CC1 (stereo not given)	16%	11%	0.3%	3%	-3%
CNC(=O)c1cc(Nc2nnc(-c3ccc(O)cc3)c3ccccc23)ccc1OC	33%	8%	7.5%	-8%	2%
Cn1c(C(=O)Nc2ccc3c(c2)OCO3)cc2c(=O)n(C)c3ccccc3c21	-1%	-3%	0.7%	0%	-4%
O=C(CCSc1ccccc1Cl)NNC(=O)c1ccncc1	56%	-5%	2.3%	-10%	?
COc1cccc(NC(=O)C2CC(=O)N(Cc3ccc(C)cc3)C2)c1 (stereo not given)	7%	-7%	0.2%	-8%	4%
COC(=O)c1sc2nc(SCc3ccccc3C#N)n(N)c(=O)c2c1C	9%	-3%	i	-1%	-1%
O=C(N/N=C/c1ccc(N2CCOCC2)cc1)C1COc2ccccc2O1 (stereo not given)	77%	8%	1.8%	-4%	-1%
Cc1ccc(N2C(=O)SC(Cc3ccccc3)C2=O)cc1 (stereo not given)	34%	2%	2.3%	-17%	9%
O=C(COC(=O)Cn1c(C(F)(F)F)nc2ccccc21)Nc1ccc2c(c1)OCCO2	-8%	-6%	i	-23%	-6%
COc1ccc(C2CC(c3cccs3)=NN2C(=O)CSc2nc(=O)n3ccc(C)cc3n2)cc1 (stereo not given)	63%	-2%	0.2%	-12%	?
CCn1c(=O)c(C(=O)CN2CCCc3ccccc32)c(N)n(Cc2ccccc2)c1=O	52%	18%	i	7%	7%
Further results.
SMILES	tuberculosis growth	PhoP GFP inhibition	VEEV TC-83 Vero	H1N1 NS1A inhibition	M. tuberculosis HTS	others
CCC(C)C(=O)Nc1nc(-c2ccc3c(c2)NC(=O)CO3)cs1 (stereo not given)	46%	4%	10%	-6%	6%
Cn1cccc1CC(=O)N/N=C\c1ccccc1	1%	1%	i	.	-1%
Cc1ccc2nc(N(CCCN(C)C)C(=O)CCc3ccccc3)sc2c1	65%	-5%	0.1%	6%	15%
O=C(CCNC(=O)c1ccc(Br)o1)NCc1ccccc1Cl	9%	-1%	3.9%	2%	-2%
O=c1[nH]c2ccc(S(=O)(=O)Nc3ccc(Cl)cc3)cc2o1	4%	-2%	2.5%	-6%	-5%
O=C(Nc1cccnc1)c1cccc(NC(=O)c2ccco2)c1	18%	3%	11%	-6%	-3%
COC(=O)C(C(=O)Nc1ccc(OC)cc1)C1CCCCCC1 (stereo not given)	33%	2%	0.8%	5%	-1%
Clc1ccc2c(N/N=C/c3ccc(Br)cc3)ccnc2c1	44%	17%	i	-5%	21%
O=C(COC(=O)/C=C/c1ccccc1)NC1CCCC1	55%	.	2.0%	-8%	3%
CCOC(=O)c1nn(-c2ccc(Cl)cc2)cc1O	-5%	-1%	0.4%	-3%	48%

14 structures from above, sorted by molar mass, high to low.
SMILES	tuberculosis growth	PhoP GFP inhibition	VEEV TC-83 Vero	H1N1 NS1A inhibition	M. tuberculosis HTS	others
COc1ccc(C2CC(c3cccs3)=NN2C(=O)CSc2nc(=O)n3ccc(C)cc3n2)cc1 (stereo not given)	63%	-2%	0.2%	-12%	?
COc1cc(Cl)c(NS(=O)(=O)c2c(C(=O)N3CCCC3)c(C)n(C)c2C)c(OC)c1	16%	8%	3.8%	4%	4%
O=C(Nc1ccccc1)C1=C[C@@H](c2ccc(Br)cc2)C[C@@H](OCCCCO)O1	22%	-30%	5.0%	-2%	8%
Cc1c(-n2cc(C(=O)c3ccccc3O)cc(C#N)c2=O)c(=O)n(-c2ccccc2)n1C	-2%	27%	6.0%	-1%	-5%
O=C(N/N=C/c1cc(Br)c(Br)o1)c1cc2ccccc2o1	0%	4%	2.8%	-8%	1%
CNC(=O)c1cc(Nc2nnc(-c3ccc(O)cc3)c3ccccc23)ccc1OC	33%	8%	7.5%	-8%	2%
CC(C)Cn1c(N)c(C(=O)COC(=O)c2ccncc2)c(=O)n(C)c1=O	-14%	-3%	i	-23%	-4%
COc1ccc(-c2nnc(SCC(=O)N3CCCC3)o2)c(OC)c1	2%	-1%	0.7%	-15%	5%
O=S(=O)(/C=C/c1cccc(Br)c1)N1CCOCC1	1%	5%	1.6%	8%	0%
CCC(C)C(=O)Nc1nc(-c2ccc3c(c2)NC(=O)CO3)cs1 (stereo not given)	46%	4%	10%	-6%	6%
O=C(Nc1cccnc1)c1cccc(NC(=O)c2ccco2)c1	18%	3%	11%	-6%	-3%
COc1cccc(C(=O)N2CCN(c3ncccn3)CC2)c1	-12%	1%	1.5%	7%	-4%
O=C(COC(=O)/C=C/c1ccccc1)NC1CCCC1	55%	.	2.0%	-8%	3%
O=c1nc(N2CCCCC2)nc2n1CCO2	10%	1%	4.0%	-1%	0%

New compounds follow
SMILES	tuberculosis growth	PhoP GFP inhibition	VEEV TC-83 Vero	H1N1 NS1A inhibition	M. tuberculosis HTS	others
COc1ccc(CN(C(=O)Cn2nnc(-c3ccc(C)o3)n2)C(C(=O)NCC2CCCO2)c2ccco2)cc1 (stereo not given)	-5%	-8%	i	9%	2%
O=C(O)c1[nH]c2ccc([N+](=O)[O-])cc2c1-c1ccccc1	17%	5%	2.5%	-3%	-2%
COC(=O)C1=C(C(=O)OC)[C@@H]2N(C)c3ccc(OC)cc3[C@@]23C[C@@H](C(=O)OC)N(S(=O)(=O)c2ccc(OC)cc2)C3=N1	49%	9%	4.3%	-3%	-2%
CC(C)c1ccc(NS(=O)(=O)c2ccc(-n3cccn3)cc2)cc1	22%	2%	0.8%	11%	9%
O=C(c1ccc2c(c1)N(Cc1ccc(F)cc1)C(=O)c1ccccc1S2(=O)=O)N1CCN(c2ccccn2)CC1	39%	2%	8.2%	4%	1%
COc1ccc(N(C(C)C(=O)NN=C2CCCC2)S(C)(=O)=O)cc1 (stereo not given)	-2%	-11%	0.6%	-1%	-3%
O=C(N/C(=C\c1cccc(Br)c1)C(=O)N1CCCCC1)c1ccco1	6%	6%	1.3%	4%	3%
Nc1c(C(=O)NCc2ccc3c(c2)OCO3)nnn1Cc1ccc(Br)cc1	13%	7%	3.4%	2%	-1%
Cc1ccc(S(=O)(=O)Cn2nnnc2CN2CCCC3(CCCCC3)C2)cc1	51%	-22%	0.3%	6%	-7%
